FBPA Giardia inh = inhibitors of Giardia lamblia fructose-1,6-bisphosphate aldolase. A8B2U2. purified Giardia FBPA. Potency, µM (top dose mostly 59.6 µM), for inactives: at the highest dose activity, negative = inhibition, actives largely listed as inhibitors. hit rate 0.71% among 290,000. AID 2451; note: potency is the fitted concentration of half-maximal effect; nearly all actives have a fitted effect of over 55% in size
Target sequence (A8B2U2 whole entry, looked up): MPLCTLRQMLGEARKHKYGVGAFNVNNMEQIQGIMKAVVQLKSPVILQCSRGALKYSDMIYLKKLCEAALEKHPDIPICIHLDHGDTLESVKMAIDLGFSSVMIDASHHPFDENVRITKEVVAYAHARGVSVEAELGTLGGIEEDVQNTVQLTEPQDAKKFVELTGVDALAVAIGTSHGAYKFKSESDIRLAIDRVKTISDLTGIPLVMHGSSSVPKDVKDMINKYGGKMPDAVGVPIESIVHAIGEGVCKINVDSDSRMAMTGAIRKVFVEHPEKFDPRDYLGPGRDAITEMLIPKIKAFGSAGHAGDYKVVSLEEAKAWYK
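Giardia FBPA (40 nM reagent) was preincubated 10 min at RT with compound (up to 57.5 uM final), then substrate plus GAPDH/TPI/NAD/arsenate coupling system with diaphorase/resazurin was added; resorufin fluorescence (525/598 nm) was read after 20 min.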
AmpC inh no detg = AmpC beta-lactamase inhibition without detergent. P00811. hit rate 0.52% among 330,000. AmpC nitrocefin hydrolysis, absorbance 480 nm, 0.0001% Triton. Potency, µM (series often up to 57.1 µM), for the others: top-dose activity change, negative = inhibition, usual class: inhibitors. AID 485341;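 note: potency is the fitted concentration of half-maximal effect; plate controls were no compound for no effect and no enzyme for full effect; nearly all actives have a fitted effect of over 20% in size; some results filed as inactive show a strong effect at the top dose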
Target sequence (P00811 whole entry, looked up): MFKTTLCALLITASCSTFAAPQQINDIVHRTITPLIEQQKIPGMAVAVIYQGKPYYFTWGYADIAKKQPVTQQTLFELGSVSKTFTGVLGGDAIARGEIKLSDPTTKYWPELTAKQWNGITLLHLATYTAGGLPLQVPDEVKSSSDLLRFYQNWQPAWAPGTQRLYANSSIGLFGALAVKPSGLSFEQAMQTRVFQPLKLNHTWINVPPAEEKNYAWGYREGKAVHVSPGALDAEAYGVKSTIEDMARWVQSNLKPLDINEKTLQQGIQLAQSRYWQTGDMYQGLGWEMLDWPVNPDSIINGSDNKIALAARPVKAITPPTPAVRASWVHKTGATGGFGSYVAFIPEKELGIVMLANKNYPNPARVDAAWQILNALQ
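20 mM phosphate pH 7.0 + 0.01% (detergent screen) or 0.0001% Triton X-100; 5.3 nM AmpC reagent; cpd preinc 15 min RT; nitrocefin (800 uM stock) to start; A480 q20 s × 4 min; Activity was normalised to no-enzyme and no-compound control wells.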
HCV inhibitor = inhibitors of hepatitis C virus infection. Potency, µM (top dose mostly 41.8 µM), without a hit: top-dose activity change, negative = inhibition, usual class: inhibitors. Huh7.5.1 HCVcc-Cre infection, luciferase reporter, 44 h. hit rate 3.4% among 340,000. AID 651820; note: potency is the fitted concentration of half-maximal effect
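Infectious HCVcc-Cre (~0.5 moi) was added to cells just after compound, with cells seeded 4 h earlier at 1,000 per well. Luciferase activity after 44 h culture reported infection; substrate was incubated 15 min at room temperature before reading.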
Sm TGR block = inhibitors of Schistosoma mansoni thioredoxin glutathione reductase | Q962Y6 | Potency, µM (top dose mostly 114 µM), without a hit: at the top dose activity change, negative = inhibition, actives largely listed as inhibitors | hit rate 3% among 360,000 | purified TGR, DTNB reduction, TNB absorbance 405 nm; note: potency is the fitted concentration of half-maximal effect; nearly all actives have a fitted effect of over 60% in size
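TGR 20 nM + NADPH 100 uM (dispensed conc.), cpd preinc 15 min RT; start with NADPH (500 uM addition) then DTNB (15 mM addition). Kinetic TNB absorbance, 405 nm filter. Four-parameter Hill fit across titration.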
AmpC inh detg = inhibitors of E. coli AmpC beta-lactamase with detergent. AmpC hydrolysis of nitrocefin, absorbance 480 nm, 0.01% Triton. Potency, µM (top dose mostly 114 µM), without a hit: at the top dose activity change, negative = inhibition, actives largely listed as inhibitors. hit rate 0.041% among 370,000. AID 485294;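 note: potency is the fitted concentration of half-maximal effect; 0% = no-compound wells and -100% = no-enzyme wells; nearly all actives have a fitted effect of over 25% in size; some results filed as inactive show a strong effect at the top dose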
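AmpC (5.3 nM in the dispensed reagent) in 20 mM phosphate pH 7.0 with 0.01% (detergent screen) or 0.0001% Triton X-100 was preincubated with compounds for 15 min at room temperature. Nitrocefin was then added from an 800 uM solution, and hydrolysis was followed at 480 nm.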
HCMV inh = human cytomegalovirus inhibition; hit rate 4.5% among 410,000; AID 1259415; HFF cells, HCMV-luciferase reporter, 72 h; hits give low values; activity change, negative = inhibition, % at 57.5 µM; in the data active = activity change below about -60%; inconclusive = no clear call, values can overlap the other calls; inactive = above about -39%
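Two compound doses tested in HFFs infected with HCMV-luciferase, MOI 1 PFU/cell, 72 h at 37C. Lysate luminescence read with OneGlo; data normalized against buffer-only and 10uM Salinomycin inhibitor controls.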
The depositor's hits bear a star; ? = inconclusive; . = no result given; [ ] = remark or other dose. Unless noted, calls come from the whole dose curve; as a rule, active = well fitted curve in the direction sought with a large enough effect; inconclusive = small, poorly fitted or top-dose-only effect, or another doubt; inactive = no such curve, though single readings can be large; an effect the other way counts as inactive or inconclusive. Unless noted, % is set by controls: 0 for no effect and ±100 for the full control effect.

SMILES | FBPA Giardia inh | AmpC inh no detg | HCV inhibitor | Sm TGR block | AmpC inh detg | HCMV inh
COCc1cc(=O)[nH]c2cc(NC(=O)C(C)(C)CCl)c(C)cc12 | 0% | ? | 10% | 0% | 1% | 54
Cc1cc(NC(=O)c2cccnc2)ccc1Br | -5% | -2% | -6% | -20% | -12% | 171
CS(=O)(=O)N1CCCC(C(=O)Nc2c(F)cccc2F)C1 (stereo unspecified) | 5% | -3% | 10% | -14% | -13% | 26
CC(C)Oc1ccc(/C=N/NC(N)=S)cc1 | ? | -15% | -3% | 0% | -11% | 36
O=C(COC(=O)CNC(=O)c1ccccc1F)Nc1nnc(-c2ccccc2)o1 | . | -22% | -10% | 4% | ? | -10
CC(C)Nc1nc(NC(C)C)nc(SCC(N)=O)n1 | 6% | -13% | -1% | 0% | ? | -27
O=C(O)CCCC(=O)N1N=C(c2ccccc2)CC1c1ccc2c(c1)OCO2 (stereo unspecified) | 7% | -8% | 2% | 0% | -2% | 64
Cn1c(=O)n(Cc2ccc(Cl)cc2)c2ccccc21 | 3% | 3% | -16% | 0% | 1% | -20
Cc1cnc(C(=O)OCC(=O)Nc2ccc(C)c(S(=O)(=O)N3CCCCC3)c2)cn1 | 3% | 6% | 1% | -14% | 4% | 0
O=C(NCc1ccccn1)c1ccc2ccccc2n1 | 10% | -11% | 14% | 0% | ? | 7
c1ccc(-c2nnc3sc(CN4CCc5ccccc54)cn23)cc1 | -7% | -25% | ? | -24% | 2% | 65
CCN(CC)S(=O)(=O)c1cccc(C(=O)NCC2(N3CCOCC3)CCCCC2)c1 | . | -5% | 8% | 2% | -12% | -6
Cc1cccc(NC(=O)c2ccc(COc3ccc(Cl)cc3Cl)o2)n1 | 5% | -4% | ? | -23% | -2% | 28
O=C1c2cccc3cccc(c23)N1CN1CCN(c2ccccn2)CC1 | -12% | -2% | -16% | -33% | ? | 16
CC(CC(=O)O)C(=O)c1ccc(Cl)c([N+](=O)[O-])c1 (stereo unspecified) | 8% | -15% | ? | -23% | -10% | -3
O=C1Nc2cc(C(=O)NCCCN3CCCC3)ccc2S/C1=C\c1ccccc1 | -13% | 67%[activator] | 11µM* | 2% | -1% | ?
CC(NS(C)(=O)=O)C(c1cccs1)N1CCN(C)CC1 (stereo unspecified) | 6% | -8% | 5% | 0% | -1% | 77
CCN(CC)CCN1C(=O)C(=O)/C(=C(/O)c2ccc(F)cc2)C1c1cccnc1 (stereo unspecified) | 3% | -12% | 5% | -25% | 9% | -12
Cc1ccc(/C=C2\CCC(C3CCCC3)C2=O)cc1 (stereo unspecified) | 5% | -23% | 12% | -12% | -8% | ?
CC1CCN(CCOc2ccccc2-c2ccccc2)CC1 | ? | -10% | -1% | -1% | ? | -14

Part of the list above, field by field:
> Cc1cccc(NC(=O)c2ccc(COc3ccc(Cl)cc3Cl)o2)n1
  FBPA Giardia inh = 5%
  AmpC inh no detg = -4%
  HCV inhibitor = ?
  Sm TGR block = -23%
  AmpC inh detg = -2%
  HCMV inh = 28
> O=C1c2cccc3cccc(c23)N1CN1CCN(c2ccccn2)CC1
  FBPA Giardia inh = -12%
  AmpC inh no detg = -2%
  HCV inhibitor = -16%
  Sm TGR block = -33%
  AmpC inh detg = ?
  HCMV inh = 16

(cont.)
SMILES | FBPA Giardia inh | AmpC inh no detg | HCV inhibitor | Sm TGR block | AmpC inh detg | HCMV inh
O=C(c1cc2ccc3cccnc3c2[nH]1)N1CCCCC1 | . | . | . | 4% | 23% | -67*
CCc1cc2c(C)cc(=O)oc2cc1Oc1ncccc1[N+](=O)[O-] | 3% | -11% | . | 8% | -15% | .
Cc1ccc(S(=O)(=O)N2CCCCC2)cc1NC(=O)CSc1nccn1C | 4% | 44% | 4% | -11% | 1% | -32
CCCCN(C(=O)c1cccs1)c1c(N)n(Cc2ccccc2)c(=O)[nH]c1=O | . | -14% | 30%[activator] | . | . | 15
CCN(CC)c1ccc(NC(=O)c2cccn2-c2nnc(N3CCCCC3)s2)c(C)c1 | . | . | . | 15% | 5% | 0
COc1ccc(NC(=O)Nc2ccccc2F)cc1 | -1% | -9% | -12% | 0% | -16% | 85
Cc1cc2c(cc1S(=O)(=O)Nc1c(C)cccc1C)n(C)c(=O)c(=O)n2C | 5% | -23% | 7% | 6% | 9% | ?
CN1CCC(O)(c2ccccc2)C2CCCC21 (stereo unspecified) | -1% | -16% | 2% | -10% | -15% | 3
COc1ccc2cc(CCNC(=O)c3ccc(Br)o3)c(=O)[nH]c2c1 | 7% | -18% | ? | ? | ? | 24
Cc1noc(C(=O)N(C)c2ccccc2)c1Cl | 2% | -8% | 4% | 15% | 2% | 10
Cc1cc(C)cc(NC(=O)C2CC(=O)N(c3ccccc3)C2)c1 (stereo unspecified) | . | . | . | 21% | -4% | -9
Cc1ccccc1/C=N/NC(=O)c1sccc1C | 1% | -23% | -9% | -1% | ? | 34
COc1ccc(-c2nc(NC(C)=O)sc2-c2ccc(OC)cc2)cc1 | 4% | -8% | ? | 7% | -3% | 7
CCOc1ccc(NC(=O)NCCN2C(C)CCCC2C)cc1 (stereo unspecified) | 5% | 126% | 23% | -14% | ? | -7
COc1ccc(-c2nnc(SCc3ccccc3F)o2)cc1OC | -3% | 53% | -37% | 12% | 0% | -6
CCC(=O)N1c2ccc(S(=O)(=O)N3CCC(C)CC3)cc2CC1C (stereo unspecified) | . | . | . | 3% | -1% | 25
CCOC(=O)C1(CCOc2ccccc2)CCN(Cc2ccc(O)c(OC)c2)CC1 | -2% | 40% | -18% | ? | -7% | -15
COCCNC(=O)Cn1nc(C(F)(F)F)c(Cl)c1C | 6% | 11% | 1% | 5% | -5% | 36
COCc1cc(/C=N\NC(=O)COc2ccccc2)ccc1OC | 1% | -20% | -30% | 1% | -4% | 14
COc1ccc2[nH]cc(CCNC(=O)Nc3cc(C)cc(C)c3)c2c1 | . | . | . | -4% | 5% | -6
CCC(C)(C)C1CCc2c(sc(NC(=O)c3cccs3)c2C(N)=O)C1 (stereo unspecified) | 16% | -22% | -2% | -10% | -3% | -38
Cc1cc(C)cc(Nc2nc3c(S(=O)(=O)c4cccc(Cl)c4)nnn3c3ccsc23)c1 | . | . | . | 0% | 4% | 7
O=C(CN1CCN(c2ccccn2)CC1)Nc1cc(F)ccc1F | 9% | 1% | 6% | -21% | 1% | -26
COc1ccc(CN2CCN(S(=O)(=O)c3ccc(C)cc3)CC2)cc1Br | ? | 10% | 32µM* | -6% | -3% | -8
Cc1nn(C)c(C(=O)N/N=C/c2ccccn2)c1[N+](=O)[O-] | . | 15% | 8% | -6% | -2% | -37
O=C(CSc1nc(Cc2ccccc2)nc2ccccc12)c1ccc2c(c1)OCCO2 | -3% | ? | ? | -9% | -1% | ?
O=C1CCC([N+](=O)[O-])C(c2ccccc2Cl)N1 (stereo unspecified) | 1% | -13% | 16% | -6% | ? | 3
O/C(=C\c1ccc2ccccc2n1)c1ccncc1 | . | -20% | -21% | -6% | -9% | -101*
O=C(CSc1ccc(-c2cccnc2)nn1)Nc1ccccc1 | . | 10% | ? | -16% | -2% | -33
O=C(CSc1ncccn1)NC1CCS(=O)(=O)C1 (stereo unspecified) | . | -6% | 35%[activator] | -30% | ? | -8
c1ccc2c(N3CCCCCC3)nc(-c3ccncc3)nc2c1 | -1% | 3% | 8.9µM* | -5% | 1% | ?
Cc1ccc(NC(=O)C(C)Sc2nc(-c3ccccc3)c(C#N)c(=O)[nH]2)c(C)c1 (stereo unspecified) | . | . | . | -3% | 6% | 16
Cn1c(=O)[nH]c(=O)c2c1nc([N+](=O)[O-])n2Cc1ccccc1 | 14µM* | -4% | -84% | 1.8µM* | 7% | -97*
[N-]=[N+]=NC[C@H](Cc1ccccc1)N1CC[C@@H](O)CCC1=O | -2% | -17% | 39%[activator] | -14% | -10% | -32
CN(CC#CCC(c1ccccc1)c1ccccc1)C(C)(C)C | -2% | 52% | 10µM* | -14% | -13% | -31
O=C(N/N=C/C=C/c1ccccc1)c1ccccn1 | -24% | -20% | 14% | 3% | 3% | 63
COc1cccc(CNc2ccc(F)c(Cl)c2)c1OC | -19% | -14% | 0% | -26% | ? | ?
O=C(NC1CCCCC1)NC1CCN(C(=S)NCc2ccco2)CC1 | 6% | -6% | 9% | 8% | -1% | -12
C/C(CC(=O)NCc1ccco1)=N\NC(=O)Cc1cccc2ccccc12 | 7% | -9% | 12% | 15% | -7% | -22
O=C(NNC(=O)C(O)(c1ccccc1)c1ccccc1)C1CC1 | 1% | -11% | 1% | 9% | -1% | 14
Cc1ccc(S(=O)(=O)CCC(=O)NCc2ccco2)cc1 | 1% | -29% | 6% | 40µM* | 0% | ?
Cc1cc(NC(=O)c2c(F)cccc2F)n(-c2nc3ccccc3[nH]2)n1 | -15% | -31% | 35µM* | 9% | 4% | -89*
COc1ccc(-c2cc(N3C(=O)Nc4ccccc4N3O)n[nH]2)c(OC)c1 | 5% | -6% | 9% | -1% | -11% | ?
O=S(=O)(NCCO)c1ccc2c(c1)Cc1cc(S(=O)(=O)NCCO)ccc1-2 | 17% | -6% | 14% | -6% | -13% | -29
COc1ccc(-c2nc3ccccc3n3c(-c4ccc(OC)cc4)c4c(=O)n(C)c(=O)n(C)c4c23)cc1 | . | . | . | 8% | 24% | 27
O=C(c1ccc(-c2ccccc2)cc1)C1CCCN(C(=O)Cn2cncn2)C1 (stereo unspecified) | 4% | 167%[activator] | ? | 25% | 3% | 106
O=C(CCNc1ccc(F)cc1)c1ccco1 | -19% | -11% | ? | 4µM* | 5% | -14
COc1cc(C(=O)NNC2=NC(C)(C)Cc3cc(C)c(C)cc32)cc(OC)c1OC | 0% | -9% | -3% | 5% | -13% | -38
COc1ccc(/C=C/C(=O)c2ccccc2O)cc1CN1CCOCC1 | 0% | 66%[activator] | ? | ? | ? | .
NC(=O)CCN1CCN(Cc2nc(C(c3ccccc3)c3ccccc3)no2)CC1 | 0% | 38% | 2% | -2% | 9% | -5

Carrying on.
SMILES | FBPA Giardia inh | AmpC inh no detg | HCV inhibitor | Sm TGR block | AmpC inh detg | HCMV inh
Cc1ccc(NNC(=O)c2ccno2)cc1Cl | -6% | -23% | 11µM* | -2% | 6% | -15
CCOC(=O)C(Cc1ccccc1)C(=O)Nc1ccc(N(CC)CC)cc1 (stereo unspecified) | -3% | -30% | -1% | -4% | ? | -14
O=C(CCCn1c(=O)c2cccn2c2cccnc21)NCc1ccc(F)cc1 | . | . | . | 5% | 11% | -18
COc1ccccc1/C=C1/C(=O)N(c2cc(C)cc(C)c2)C(c2cccc([N+](=O)[O-])c2)S1(=O)=O (stereo unspecified) | 2% | -10% | 20% | -2% | -13% | 25
COCc1[nH]nc2c1C(C1C=CCCC1)C(C#N)=C(N)O2 (stereo unspecified) | 0% | -31% | 13% | -13% | -2% | -16
Nc1cc(=O)[nH]c(SCc2ccccc2Cl)n1 | -11% | -2% | -4% | 9% | ? | -2
Cc1ccc(C(C)C)cc1S(=O)(=O)NC1CC(C)(C)NC(C)(C)C1 | -2% | -6% | -18% | -3% | ? | -14
FC(F)(F)c1nc(-c2ccncc2)ncc1-c1nnnn1-c1ccccc1 | . | 32% | -13% | 2% | -13% | 3

Screening results from PubChem BioAssay.

Outcome played no part in choosing rows, and some 9.9% of all compounds hit somewhere here.
